# TexasRed fluor = Texas Red fluorescence interference in TRb-SRC2 counter-screen; TRb/SRC2 Texas Red total fluorescence interference; Potency, µM (highest dose often 106 µM), for the others: at the top dose fluorescence change, negative = quenching; actives 0.29% (n = 280,000); AID 1479; active means well fitted curve in either direction with a large enough effect; inconclusive means small, poorly fitted or top-dose-only effect; further: on the % scale 0 is the no-effect control and ±100 the full control effect
#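 Flags fluorescent or light-absorbing compounds by total fluorescence, S + 2P, at 555 nm excitation and 632 nm emission. Mixture: 20 nM Texas Red SRC2 peptide, 0.6 uM human TRb LBD, 1 uM T3, 5% DMSO; compound exposure 5 h at ambient temperature.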
# Tau FP inhib = blocks human tau fibril formation measured by polarization; Potency, µM (top dose mostly 57.7 µM), for the others: at the highest dose activity, negative = inhibition, most hits filed as inhibitors; K18 P301L tau heparin fibrillization, Alexa594 FP, 6 h; actives 0.39% (n = 280,000); AID 1468; P10636; further: on the % scale 0 is the no-effect control and ±100 the full control effect; nearly all actives have a fitted effect of over 55% in size
# Target sequence (P10636 561-689 P618L limits assumed): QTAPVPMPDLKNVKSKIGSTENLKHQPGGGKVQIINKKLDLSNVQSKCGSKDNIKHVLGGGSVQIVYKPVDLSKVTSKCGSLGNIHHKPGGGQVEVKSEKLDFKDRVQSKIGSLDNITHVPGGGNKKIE
#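 Human tau K18 […] P301L fragment, 15 uM unlabeled plus 0.24 uM Alexa 594-labeled tau (final), with compound and 20 uM heparin in 100 mM sodium acetate pH 7; 6 hr at 37 C, then Alexa 594 FP read.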
# RECQ1 inh = inhibitors of human RECQ1 DNA helicase. P46063. RECQ1 DNA unwinding, red fluorescence kinetic read. Potency, µM (top dose mostly 57.3 µM), for the others: top-dose activity, negative = inhibition, actives largely listed as inhibitors. actives 0.54% (n = 240,000). AID 2549;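 further: plate controls were vehicle for no effect and no enzyme for full effect; nearly all actives have a fitted effect of over 30% in size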
# Target sequence (P46063 whole entry, looked up): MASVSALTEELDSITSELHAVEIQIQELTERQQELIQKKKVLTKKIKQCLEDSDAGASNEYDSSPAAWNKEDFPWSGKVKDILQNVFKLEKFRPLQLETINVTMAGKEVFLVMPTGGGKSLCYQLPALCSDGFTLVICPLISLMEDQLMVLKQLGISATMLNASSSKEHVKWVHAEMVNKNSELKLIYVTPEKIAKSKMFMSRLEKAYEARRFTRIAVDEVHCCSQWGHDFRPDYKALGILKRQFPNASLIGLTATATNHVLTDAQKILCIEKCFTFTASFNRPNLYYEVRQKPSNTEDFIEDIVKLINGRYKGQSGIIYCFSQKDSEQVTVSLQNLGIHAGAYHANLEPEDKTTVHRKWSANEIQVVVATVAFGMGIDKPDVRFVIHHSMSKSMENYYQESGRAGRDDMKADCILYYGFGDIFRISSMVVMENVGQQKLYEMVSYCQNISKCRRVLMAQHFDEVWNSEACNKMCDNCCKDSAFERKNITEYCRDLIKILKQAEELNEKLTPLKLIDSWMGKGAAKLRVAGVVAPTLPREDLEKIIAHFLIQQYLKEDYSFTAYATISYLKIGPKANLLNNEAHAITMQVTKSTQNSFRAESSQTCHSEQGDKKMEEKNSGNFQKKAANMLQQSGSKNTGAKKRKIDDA
#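 50 nM RECQ1T1 preincubated 15 min with compound in Tris pH 8.0 buffer with MgCl2, DTT, Tween-20 and 2.5 ug/ml poly(dI-dC); started with 200 nM TAMRA/BHQ-2 forked duplex and 2 mM ATP. Unwinding read as fluorescence (525/598 nm), two reads 2 h apart.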
# TRb-SRC2 inh = disrupts binding of human TR beta to SRC2; P10828; TRbeta-SRC2 peptide binding, fluorescence polarization; receptor liganded with 1 µM T3; Potency, µM (doses to about 106 µM), without a hit: top-dose activity change, negative = inhibition, most hits filed as inhibitors; actives 0.065% (n = 280,000); AID 1469;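 further: plate controls were bound peptide for no effect and peptide without receptor for full effect; nearly all actives have a fitted effect of over 50% in size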
#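 Polarization signal, normalized between peptide-alone and full complex controls, measured compound effects on T3-liganded human TRb LBD (0.6 uM) binding 20 nM Texas Red SRC2 peptide after 5 hr.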
# Tau ThT inhib = blocks human tau fibril formation measured by thioflavin T; P10636; recombinant tau K18 P301L, heparin-induced fibrillization, ThT fluorescence; Potency, µM (top dose mostly 57.4 µM), inactives show at the top dose activity, negative = inhibition, most hits filed as inhibitors; actives 2.1% (n = 270,000); AID 1460; further: on the % scale 0 is the no-effect control and ±100 the full control effect; nearly all actives have a fitted effect of over 55% in size
#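 In this qHTS, human K18 P301L tau is incubated with compound and heparin for 6 hr at 37 C, and Thioflavin T fluorescence then reports fibril load.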
# L3MBTL1 inh = L3MBTL1 (human) inhibition; actives 0.66% (n = 230,000); Q9Y468; AlphaScreen L3MBTL1–H3K9me1 peptide binding; Potency, µM (highest dose often 57.1 µM), inactives show at the highest dose activity, negative = inhibition, usual class: inhibitors; AID 485360; further: on the % scale 0 is the no-effect control and ±100 the full control effect; nearly all actives have a fitted effect of over 60% in size
#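 L3MBTL1 (50 nM) pre-complexed 30 min with biotinylated H3(1-15)K9me1 peptide (75 nM), then compounds added for 30 min at room temperature; AlphaScreen streptavidin donor/nickel chelate acceptor beads (10 ug/mL final) read after 30 min dark incubation.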
# HTT cytoprotect = Huntington cell model cytoprotection by ATP luminescence; actives 0.14% (n = 230,000); AID 1471; Potency, µM (highest dose often 56.4 µM), for the others: cytoprotection (ATP increase), usual class: activators; PC12 HTT-Q103 induced, cytoprotection, ATP luminescence, 40 h;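 further: % of control where 0% means no effect; nearly all actives have a fitted effect of over 45% in size; toxic huntingtin expression switched on by the ecdysone agonist tebufenozide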
#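 Stable PC12 Q103-GFP cells in serum-supplemented, phenol red-free DMEM; induction by tebufenozide at 100 nM final; compound dose series; cell viability quantified luminescently from ATP.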
# Tau fluor cs = counter-screen for tau fibril formation inhibitors; tau K18 P301L (four-repeat tau fragment) Alexa594 fluorescence, heparin fibrillization; Potency, µM (doses to about 57.7 µM), without a hit: at the highest dose activity change, negative = decrease; actives 0.93% (n = 280,000); further: on the % scale 0 is the no-effect control and ±100 the full control effect; nearly all actives have a fitted effect of over 55% in size
#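 Human K18 P301L tau (15 uM unlabeled plus 0.24 uM Alexa 594-labeled, final) in 100 mM sodium acetate pH 7 was mixed with compound and 20 uM heparin and incubated 6 hr at 37 C.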
# * marks the source's active call; other numbers are inactive results; i = inactive; ? = inconclusive; . = no result given; & = joins results of further samples; [ ] = another dose, or the depositor's remark. Unless noted, the call rests on the fitted dose curve; in most records, active means well fitted curve in the direction sought with a large enough effect; inconclusive means small, poorly fitted or top-dose-only effect, or another doubt; inactive means no such curve, though single readings can be large; an effect the other way counts as inactive or inconclusive. Potency means the concentration at half of the fitted maximal effect. Some of the compounds tested; rates above refer to the full screens.
SMILES,TexasRed fluor,Tau FP inhib,RECQ1 inh,TRb-SRC2 inh,Tau ThT inhib,L3MBTL1 inh,HTT cytoprotect,Tau fluor cs
COC(=O)C1CCN(C(=O)C2CCCCC2)CC1,-2%,-1%,-1%,-1%,2%,4%,0%,-1%
CCCCC(CC)C1OCC(C[N+]2(C)CCOCC2)O1 (configuration not stated),?,-4%,1%,2%,3%,3%,-3%[10 µM],0%
Cc1c(N2C(=O)C3C4C=CC(C5CC45)C3C2=O)c(=O)n(-c2ccccc2)n1C (configuration not stated),0%,11%,-18%,-5%,-5%,3%,?,0%
CCCCCCCC1=CC2=CC(=O)C(C)(O)C(=O)C2=CN1CCCC (configuration not stated),-9%[11.2 µM],4%[11.6 µM],i[11.5 µM],5%[11.2 µM],-17%[11.5 µM],.,8%[10 µM],-14%[11.6 µM]
COc1ccccc1C1(O)CCN(CC(=O)Nc2nc(-c3ccccc3)cs2)CC1,-1%[53 µM],-4%,-7%,11%[53 µM],-11%,-17%,22%[10 µM],-18%
CC(=O)Nc1cccc(C(=O)OCc2ccc(C(=O)Oc3ccc(Cl)cc3)cc2)c1,-2%,?,-6%,0%,-6%,-1%,-36%,-28%
Cc1ccc2nc(N(CCCN(C)C)C(=O)c3ccc4c(c3)CCCC4)sc2c1,0%,6%,-4%,-6%,?,-18%,-17%[10 µM],-15%
Cc1ccc(SC2CC(=O)N(c3ccc4c(c3)OCCO4)C2=O)cc1 (configuration not stated),2%,6%,i,2%,?,2%[11.4 µM],?,-7%
Cn1c(SCC(=O)c2ccc(F)cc2)nnc1-c1cccnc1,-1%,2%,15%,-5%,7%,10%,.,12%
O=C(NCc1ccccc1)C(=O)NCC1OCCN1C(=O)c1ccc(Cl)cc1 (configuration not stated),-3%,-3%,11%,9%,-5%,-20%,-38%[inhibitor],-7%
Cc1ccnc(NS(=O)(=O)c2ccc(NC(=O)/C=C/c3ccccc3)cc2)n1,-9%,-10%,3%,10%,.,.,13%[10 µM],-6%
O=C(c1noc2c1CCCC2)N1CCN(c2ccc(F)cc2)CC1,-2%,3%,i,-9%,-13%,1%,-4%,-11%
CC(=O)N(C(C)=O)n1c(/C=C/c2ccc([N+](=O)[O-])cc2)nc2ccccc2c1=O,-2%,-13%,i,-14%,?,.,-11%,-19%
Nc1ccc(N2CCCCC2)c(Cl)c1,1%[53 µM],0%,11%,-1%[53 µM],-5%,-4%,11%[10 µM],-10%
COc1cc2c(cc1OC)n(CC(=O)c1cc(C)ccc1C)c(=O)n1nc(CCn3nc(C)cc3C)nc21,-2%,-2%,.,1%,2%,.,.,1%
Cc1nn(C(C)(C)C)c(N)c1-c1ccccc1,-5%,0%,-14%,2%,7%,-6%,.,1%
COC(=O)c1c(C)[nH]c(C=Nc2ccc(OC)cc2)c1C,0%,-1%,-2%,-1%,-7%,1%,14%[10 µM],-6%
Clc1cccc(-n2ncc3c(NCCCc4ccccc4)ncnc32)c1,-2%,?,.,8%,-6%,.,.,?
CC(NC(=O)/C=C/c1cnc2ccccc2n1)C12CC3CC(CC(C3)C1)C2 (configuration not stated),9%,9%,0%,1%,-12%,-7%,-4%[1.9 µM],-16%
COc1ccc2c(c1)c1c(c(=O)n(-c3ccccc3C)c(=O)n1CC(=O)NCc1ccc(C)cc1)n2C,0%,-3%,.,-12%,-7%,.,.,-25%
Cc1nn(C)c(C)c1NC(=O)CSc1nnc(C)n1-c1ccccc1,0%,6%,-10%,-17%,-2%,-8%,7%,5%
CCC(C)n1[nH]c(=O)cc1N (configuration not stated),0%,-3%,-1%,2%,-7%,-5%,-24%[10 µM],1%
COc1cc(C(=O)NNC(=S)NC(=O)c2ccccc2C)cc(OC)c1OC,-3%,2%,-6%,0%,-4%,14%,.,5%
COc1ccc(CC2C(=O)OC(C)(C)OC2=O)cc1,0%,-3%,i,-2%,-4%,-1%,-1%,-6%
COC(=O)c1ccc(C23CC4(C2)[C@H](CN(Cc2ccc(C(F)(F)F)cc2)[C@@H]4c2ccccc2)C3c2ccc(C(F)(F)F)cc2)cc1 (some centres not stated),-3%&-1%,2%&-15%,0%,1%&4%,?,.,-12%,-25%&4%
Cc1ccc(C)c(C(=O)CSc2nnnn2C(C)C)c1,-5%,-2%,-18%,-6%,-12%,16%,15%[10 µM],-10%
COc1ccc(-c2noc(-c3ccc(NC4CCCCC4)c([N+](=O)[O-])c3)n2)cc1OC,0%,-2%,.,6%,15%,.,.,5%
O=C(COC(=O)c1ccccc1NC(=O)c1ccco1)NC1CC1,-6%,-2%,i,-6%,1%,-3%,?,1%
COc1cccc(C2=Nc3cccc4cccc(c34)N2)c1,-4%,5%,-1%,-4%,8%,-11%,-15%[10 µM],-4%
O=C(O)C(Cc1ccccc1)n1cnnn1 (configuration not stated),0%,-7%,i,-9%,-10%,10%,-4%[0.074 µM],-11%
COc1ccccc1OCCC(=O)OCC(=O)Nc1ccc(S(=O)(=O)N2CCOCC2)cc1,-2%,-5%,-2%,-6%,0%,3%,11%[10 µM],-5%
COc1ccc(-c2nc3sc(CCNC(=O)c4cc(OC)c(OC)c(OC)c4)c(C)n3n2)cc1,0%,9%,.,-9%,-19%,.,.,-18%
CCn1c(=O)cc(N2CCC3(CC2)OCCO3)[nH]c1=O,-3%,-15%,9%,10%,-16%,-3%,-4%[10 µM],-6%
CC(C)c1nc(CN2CCCCC2)cc(=O)[nH]1,-3%,-1%,i,-6%,-11%,-4%,-5%[10 µM],-5%
Cc1cc(Oc2c(C(F)(F)F)oc3c(CN4CCC(C)CC4)c(O)ccc3c2=O)cc(C)c1Cl,-20%,-7%,.,1%,-7%,.,.,-12%
CC1(OC(=O)CCc2ccccc2)C(=O)C=C2C=C3CCCN3C=C2C1=O (configuration not stated),-2%[11.2 µM],?,?,-3%[11.2 µM],3.5µM*,.,-28%&6%[10 µM],-24%[11.6 µM]
CCOC(=O)c1cccc(N2C(=O)c3ccccc3S2(=O)=O)c1,-3%,3%,-1%,4%,-5%,13%,-2%,-4%
CCCCOc1nc(N)nc(-c2ccccc2)n1,1%,-11%,-15%,-16%,-9%,1%,9%[10 µM],-9%
O=C(OCC(=O)N1CCCC1)c1c2c(nc3ccccc13)CCCCC2,0%,1%,i,6%,2%,-1%,3%[10 µM],6%
Cc1cccc(-n2cc(-c3ccccc3)c3c(N4CCC(C)CC4)ncnc32)c1,-2%,-3%,.,-1%,-13%,.,.,-16%
CC(C)Cn1c(SCC(=O)NC(=O)Nc2ccc3c(c2)OCCO3)nc2ccccc2c1=O,-3%,-2%,i,4%,?,11%,2%[10 µM],-15%
CCCN1CCC(NC(=O)Nc2cccc3ccccc23)CC1,-1%,2%,-3%,-3%,-16%,4%,8%[10 µM],-21%
O=C(/C=C/Nc1ccccc1O)c1ccco1,-6%,-7%,-5%,3%,13µM*,-9%,?,-26%
O=C(Cn1cnc([N+](=O)[O-])n1)N/N=C/c1cccc(Cl)c1,-1%,?,-1%,-7%,-8%,.,11%,-14%
Cc1ccc(Cl)cc1N1CCN(C(=O)c2cccc3c(=O)c(C)c(-c4ccccc4)oc23)CC1,3%,4%,2%,-2%,?,-13%,15%[10 µM],-9%
CCOC(=O)N(NC(=O)C(O)(CC(C)C)CC(C)C)c1ccccc1,-11%,?,15%,14%,3%,-8%,-10%[10 µM],8%
CCCc1cc(=O)[nH]c(SCC(=O)c2[nH]c(C)c(C(=O)OCC)c2C)n1,1%,2%,-7%,-3%,-4%,-3%,-7%[10 µM],11%
COCc1cc(C)c2c(N)c(C#N)sc2n1,-2%,0%,i,8%,-7%,6%,-27%,-4%

# One compound at a time, from the list above.
# Cc1cccc(-n2cc(-c3ccccc3)c3c(N4CCC(C)CC4)ncnc32)c1 in the list: TexasRed fluor = -2%; Tau FP inhib = -3%; RECQ1 inh = .; TRb-SRC2 inh = -1%; Tau ThT inhib = -13%; L3MBTL1 inh = .; HTT cytoprotect = .; Tau fluor cs = -16%
# O=C(Cn1cnc([N+](=O)[O-])n1)N/N=C/c1cccc(Cl)c1 in the list: TexasRed fluor = -1%; Tau FP inhib = ?; RECQ1 inh = -1%; TRb-SRC2 inh = -7%; Tau ThT inhib = -8%; L3MBTL1 inh = .; HTT cytoprotect = 11%; Tau fluor cs = -14%

# Looked up above:
# `CCOC(=O)N(NC(=O)C(O)(CC(C)C)CC(C)C)c1ccccc1` in Tau ThT inhib reads 3%
# `O=C(Cn1cnc([N+](=O)[O-])n1)N/N=C/c1cccc(Cl)c1` in TexasRed fluor reads -1%

# (listing goes on)
SMILES,TexasRed fluor,Tau FP inhib,RECQ1 inh,TRb-SRC2 inh,Tau ThT inhib,L3MBTL1 inh,HTT cytoprotect,Tau fluor cs
O=C(NCc1ccc(N2CCCC2=O)cc1)Nc1cccc2ccccc12,-1%,?,8%,-10%,0%,14%,-14%,-5%
CC(=O)Nc1ccc2nc3c(=O)n(C)c(=O)n(C)c3nc2c1C,-15%,-1%,.,7%,-9%,.,.,-6%
CCC(C(=O)NCCc1ccc(Cl)cc1)n1nc(C)c2c(C)n(-c3ccccc3)nc2c1=O (configuration not stated),-4%,0%,.,2%,-4%,.,.,1%
N=c1n(CCO)c2ccccc2n1CCOc1ccc(F)cc1,-2%,3%,.,1%,-9%,.,.,-19%
O=C(CSc1nnc(CNc2ccc(F)cc2)o1)N1CCN(C(=O)c2ccco2)CC1,-4%,10%,-1%,1%,-1%,-2%,-14%,5%
O=C(CSc1nnc(C2CCCCC2)n1Cc1ccccc1)NCc1ccco1,-1%,-6%,-5%,-13%,-7%,-2%,-18%,-3%
Cc1cc(C)n(/N=C/c2cccs2)c(=O)c1C#N,0%,0%,-7%,7%,-9%,3%,12%[10 µM],-5%
